PV pol inh: inhibitors of poliovirus RNA polymerase binding and polymerization; P03300; poliovirus polymerase elongation, fluorescence polarization; active compounds read low; % elongation, % (compound at 16.7 µg/mL); 0.66% of 150,000 active; in the data active = % elongation below about 90%; note: some results filed as inactive read as strong as hits
Target sequence (P03300 1749-2209 limits assumed): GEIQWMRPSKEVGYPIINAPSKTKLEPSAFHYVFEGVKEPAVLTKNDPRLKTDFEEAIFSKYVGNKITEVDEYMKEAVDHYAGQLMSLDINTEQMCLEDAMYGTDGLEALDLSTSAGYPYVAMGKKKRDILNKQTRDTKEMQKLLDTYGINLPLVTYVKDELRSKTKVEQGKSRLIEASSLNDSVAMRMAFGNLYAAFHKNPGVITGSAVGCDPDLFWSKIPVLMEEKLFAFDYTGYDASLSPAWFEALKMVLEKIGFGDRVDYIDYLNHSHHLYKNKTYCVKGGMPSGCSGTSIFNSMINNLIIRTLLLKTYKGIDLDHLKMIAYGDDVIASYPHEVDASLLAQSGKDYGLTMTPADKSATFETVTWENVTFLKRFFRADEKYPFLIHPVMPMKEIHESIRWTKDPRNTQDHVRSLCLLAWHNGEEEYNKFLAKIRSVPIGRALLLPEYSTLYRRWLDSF
PV pol inh FP z-score: recorded beside PV pol inh, whose call it bears; z-score; measured here: FP z-score; hits read low
Numbers without * were called inactive; & = joins results of further samples. These rows are one share of the data. The share of hits here may be higher or lower than overall.

SMILES	PV pol inh FP z-score	PV pol inh
CCCc1cc(=O)[nH]c(SC(C)C(=O)NCc2ccccc2)n1 (stereo unspecified)	-0.7	100
Cc1cc(C(=O)OCC(=O)c2ccc(Br)s2)no1	1.8	119
Cc1cc(F)ccc1NC(=O)CCc1nnc2ccc(N3CCC4(CC3)OCCO4)nn12	0.1	101
CCN1CCSc2ccc(C(=O)NC(C)C)cc21	-0.6	102
Cc1ccc(S(=O)(=O)N2CCCCC2C(=O)N2CCCC3CCCCC32)cc1 (stereo unspecified)	1	106
O=C(O)CCn1cnc2ccccc2c1=O	0.1	102
CCOc1cccc(C2CC(=O)Nc3cc4c(cc32)OCCO4)c1 (stereo unspecified)	0.1	104
O=C(CN1C(=O)CSc2ccc(S(=O)(=O)N3CCCC3)cc21)NCc1ccccc1Cl	-0.3	113
Cc1ccc(-c2csc3ncnc(Nc4ccc(C(=O)O)cc4)c23)cc1	-0.1	105
CCOC(=O)c1c[nH]c2nc(C)ccc2c1=O	-7.9	82

Five structures from above, sorted by heavy-atom count, largest number first.
SMILES	PV pol inh FP z-score	PV pol inh
Cc1ccc(S(=O)(=O)N2CCCCC2C(=O)N2CCCC3CCCCC32)cc1 (stereo unspecified)	1	106
Cc1ccc(-c2csc3ncnc(Nc4ccc(C(=O)O)cc4)c23)cc1	-0.1	105
CCOc1cccc(C2CC(=O)Nc3cc4c(cc32)OCCO4)c1 (stereo unspecified)	0.1	104
CCCc1cc(=O)[nH]c(SC(C)C(=O)NCc2ccccc2)n1 (stereo unspecified)	-0.7	100
O=C(O)CCn1cnc2ccccc2c1=O	0.1	102

Later entries:
SMILES	PV pol inh FP z-score	PV pol inh
COc1ccc(/C=C2\SC(=S)N(CC(=O)Nc3ccccc3)C2=O)cc1	-0.1	101
CCCN1CCc2c(C)c(C#N)c3nc4ccccc4n3c21	-1.6	94
Cc1ccc(N2CCN(C(=O)c3c(C)oc4ncnc(N5CCOCC5)c34)CC2)c(C)c1	0.7	112
O=C(O)c1ccccc1C(=O)N1CCCCC1	0.6	104
CCn1c(CN2CCN(C)CC2)nc2cc(NC(=O)c3ccc([N+](=O)[O-])cc3)ccc21	0.3	106
COc1cccc(NC(=O)Cn2c(=O)n(CCCCC(=O)NCCc3ccccc3)c(=O)c3ccccc32)c1	0.3	107
Cc1cc(C(=O)COc2ccccc2C(N)=O)c(C)n1C	-0.2	101
CCOc1cc(/C=C2/C(=O)ON=C2C)ccc1OC(=O)c1cccs1	0.3	103
CCCn1c(SCC(=O)N2c3ccccc3CC2C)nc2ccccc21 (stereo unspecified)	0.7	108
O=C(COC(=O)c1ccc(CN2CCCC2=O)cc1)c1ccc2c(c1)OCCO2	-0.4	100
O=C(N/C(=C\c1ccccc1Cl)C(=O)N1CCOCC1)c1ccccc1	0.1	103
Cc1cc(=O)[nH]c(N/N=C/c2ccc(OC(=O)c3cccnc3)cc2)n1	0	100
Cc1cc(C)nc(/N=C(/N)N(C)C2CCCCC2)n1	0.6	105
COc1ccccc1/C=C1/SC(=O)N(CN2CC(C)OC(C)C2)C1=O (stereo unspecified)	0.8	104
O=C(O)CCCc1cc2cc(Br)ccc2o1	0.7	109
CCC(=O)N1CCc2ccccc21	-0.1	101
Cc1nnc(NC(=O)c2ccc(S(=O)(=O)N(CC(C)C)CC(C)C)cc2)o1	0.1	101
N#Cc1ccc(NC(=O)c2ccc3c(c2)nnn3C2CCCC2)cc1	-1.2	101
NC(=O)CSc1nnnn1C1CCCCC1	0.1	102
Cc1cc(C)c(Cn2c(C)c(CNCc3ccccc3C)c(C(=O)O)c2C)c(C)c1	-0.4	105
COc1cc2c(cc1NS(=O)(=O)c1ccc(N3CCCC3=O)cc1)oc1ccccc12	-0.1	104
COc1cccc(NS(=O)(=O)c2ccc3[nH]cc(C(=O)N(C)Cc4ccco4)c(=O)c3c2)c1	-1.5	104
CCc1ccc(NC(=O)COCc2cc(-c3ccc(F)cc3)on2)cc1	-0.2	106
N#CC(=Nc1cccnc1)C1=C(O)c2ccccc2C1=O	-0.7	98
Cc1ccc2c(c1)N(C(=O)Nc1cccc3c1CCCC3)CC(C)O2 (stereo unspecified)	-0.1	106
CC(=O)N1C(Nc2ccc(Cl)cc2)CCN1c1ccccc1 (stereo unspecified)	-1.1	98
CCC(=O)Nc1cccc2cccnc12	1.1	102
COc1ccc(OCc2nc3c4c(C)c(C)oc4ncn3n2)cc1	-0.2	101
Cn1cc(NC(=O)NCc2ccc3c(c2)OCO3)c2ccccc21	0.1	101
O=C(Nc1ccc(Cl)cc1)c1cnn2c(C(F)F)cc(C3CC3)nc12	-0.3	101

Molecules above that have two or more sulfur atoms:
SMILES	PV pol inh FP z-score	PV pol inh
O=C(CN1C(=O)CSc2ccc(S(=O)(=O)N3CCCC3)cc21)NCc1ccccc1Cl	-0.3	113
COc1ccc(/C=C2\SC(=S)N(CC(=O)Nc3ccccc3)C2=O)cc1	-0.1	101

Structural class, the compounds so far with a Cl atom.
SMILES	PV pol inh FP z-score	PV pol inh
O=C(CN1C(=O)CSc2ccc(S(=O)(=O)N3CCCC3)cc21)NCc1ccccc1Cl	-0.3	113
O=C(N/C(=C\c1ccccc1Cl)C(=O)N1CCOCC1)c1ccccc1	0.1	103
CC(=O)N1C(Nc2ccc(Cl)cc2)CCN1c1ccccc1 (stereo unspecified)	-1.1	98
O=C(Nc1ccc(Cl)cc1)c1cnn2c(C(F)F)cc(C3CC3)nc12	-0.3	101

More compounds follow.
SMILES	PV pol inh FP z-score	PV pol inh
O=C(Cc1cn2ccsc2n1)N/N=C/c1c(Cl)cccc1Cl	-0.2	99
O=C(O)c1ccc(NC(=O)c2ccc(Br)c(S(=O)(=O)N3CCCC3)c2)cc1	0.2	104
CN1CCCC(OC(=O)c2cc(F)c(F)c(F)c2F)C1 (stereo unspecified)	-1.2	99
Cc1ccccc1OCc1nc2ccccc2n1C	-0.8	100
CS(=O)(=O)N1CCN(CCc2ccccc2)CC1	-0.8	101
O=C1NC(c2ccc(Cl)cc2)c2c1oc1ccccc1c2=O (stereo unspecified)	0.1	103
N#Cc1ccc(NC(=O)/C=C/c2ccccc2)cc1	-0.6	99
CCCOC(=O)c1c(C)oc2c1cc(NS(=O)(=O)c1ccc(OCC)cc1)c1ccccc12	-0.5	103
CC1CCN(CC(=O)Nc2ccc(F)cc2)CC1	-0.1	102
Cc1nnc(SCc2cc(=O)c3c(=O)n(-c4ccccc4)[nH]c3[nH]2)s1	-2.7	97
CC(C)CCn1c(=O)c2sccc2n2c(CCCC(=O)NCCc3ccccc3)nnc12	0.6	121
O=C(Nc1cccc(F)c1)C1CCN(S(=O)(=O)c2ccc3[nH]c4c(c3c2)CCCCC4)CC1	-0.4	105
CCOc1cc(-n2c(C)ccc2C)c(OCC)cc1N1CCOCC1	0.5	108
Cc1cc2nc(SCc3ccc(F)cc3)[nH]c2cc1C	-0.4	100
O=C1N(CN(CCc2ccccc2)Cc2ccccc2)c2ccccc2C12OCCCO2	-0.1	101
Cn1c(=O)n(C)c2cc3c(cc21)[nH]c(=O)c(=O)n3Cc1ccccc1	0.3	101
O=C1NC(=O)N(c2ccc3c(c2)OCO3)C(=O)/C1=C/c1ccsc1	-0.8	99
O=C(c1c[nH]c(=O)n(-c2ccccc2)c1=O)N1CCc2ccccc21	-0.1	100
Nc1ccc(S(=O)(=O)Nc2nccs2)cc1	0&0.2	100&100
Cc1ccc(N(C)C(=O)c2sc3nc4n(c(=O)c3c2C)CCCC4)cc1C	0.9	111
COc1ccc2c(c1)CCC1C2=NN(C(C)=O)C1c1ccccc1F (stereo unspecified)	-0.6	98
O=S(=O)(c1ccc(Br)cc1)N1CCNCC1	0	104
O=C(O)CNS(=O)(=O)c1cccc(C(F)(F)F)c1	0	102
O=C(CC12CC3CC(CC(C3)C1)C2)Nc1ccccc1N1CCOCC1	0.2	103
O=C1NC(c2cccc(Oc3ccccc3)c2)Oc2ccccc21 (stereo unspecified)	0.3	103
CC(C)Cn1nc(NC(=O)c2cccc(Cl)c2)c2cc3ccccc3nc21	0.3	119
Cc1cc(C)n2c(C#N)c(C#N)nc2n1	0.1	102
Cn1c(=O)n2n(c1=O)C1C=CC2C1	1	105
O=C(NCc1ccco1)c1ccc2c(c1)N(Cc1ccccc1F)C(=O)c1ccccc1S2(=O)=O	-0.2	104
O=C(CCSCc1ccccc1)NCc1ccco1	1	104
O=C(C(NS(=O)(=O)c1ccc(Br)s1)c1ccccc1)N1CCOCC1 (stereo unspecified)	0	101
Cc1cccc(NC(=S)Nc2c(C(C)C)cccc2C(C)C)c1	0	103
CC1(C)CC(=O)C=C(NN2CCOCC2)C1	1	112
CCc1nc2ccccc2c(C(=O)OCC(=O)N(C)C)c1C	0.2	104
C#CCSc1nc(-c2ccccc2)c2cc(Cl)ccc2n1	1.2	110
Oc1cc(O)c2c(c1)O[C@H](c1ccc(O)c(O)c1)[C@H](O)C2	0.2	99
Cn1cc(/C=C/c2nc3ccccc3c(=O)n2-c2ccccc2)c2ccccc21	0.5	107
CCn1c2ccccc2c2nnc(NCCc3ccccc3)nc21	0.9	103
Cc1ccc(S(=O)(=O)N(c2cc(C)nn2C)S(=O)(=O)c2ccc(C)cc2)cc1	-0.7	102
Cn1c2ccccc2c2cnn(CC(=O)NCc3ccc(Cl)cc3)c(=O)c21	0.1	109
Cc1ccc(C)c(NC(=O)CCc2c(C)nn(-c3ccc(N4CCCC4)nn3)c2C)c1	0	106
Cc1ccc(S(=O)(=O)NCc2cccs2)cc1	-0.3	101
O=C1C2=C(Nc3ccccc3SC2c2ccccc2F)c2ccccc21 (stereo unspecified)	-0.5	101
O=C(COc1cccc[n+]1[O-])N1CCc2ccccc21	-0.2	99
COc1cc(C)c(C(C)C)cc1S(=O)(=O)N1CCN(c2cccc(Cl)c2)CC1	0.8	105
CCN1C(=O)/C(=C/N(C(C)=O)c2ccccc2)OC1=S	0	100
O=C(Cn1c(=O)n(CC2CCC(C(=O)NCCc3ccccc3)CC2)c(=O)c2ccccc21)Nc1cccc(F)c1 (stereo unspecified)	-0.4	107
CSc1n[nH]c(NS(=O)(=O)c2ccc(Cl)cc2)c1-c1ccccn1	0.5	108
COC(=O)c1sc(N)c(C#N)c1C	0	102
CC(C)N(Cc1ccccc1)S(=O)(=O)c1ccc(-n2cccn2)cc1	-0.4	99

(cont.)
SMILES	PV pol inh FP z-score	PV pol inh
CN1C(=O)[C@]23CC4=CC=C[C@H](O)[C@H]4N2C(=O)[C@@]1(CO)[S+](C)S3 (stereo partly specified)	0.3	102
O=S(=O)(NCc1csc(-c2ccccc2)n1)c1cccc(F)c1	0.5	109
O=S(=O)(Nc1ccccc1CO)c1ccc(F)cc1	1.5	105
CCN1/C(=C2/SC(=S)N(N)C2=O)C=Cc2cc(C)ccc21	-0.1	102
COc1ccc(CN(C(=O)CCN2C(=O)c3ccccc3S2(=O)=O)c2ccccc2O)cc1	0.5	103
Cc1ccc(-n2ncc3c(NCC(C)C)ncnc32)c(C)c1	-1.3	99
CC(C)(C)N(Cc1ccccc1)C(=O)CSc1nnc(-c2ccccc2)o1	-0.4	100
CCOc1ccc(C2CC(=O)c3c([nH]c(C(=O)OC4CCCCCC4)c3C)C2)cc1 (stereo unspecified)	0.3	105
COc1ccc(-n2c(/C=C\c3ccccc3F)nc3ccccc3c2=O)cc1OC	0.6	111
Cc1ccc2[nH]c(=O)c3cc(C(=O)N(C)c4cccc(Cl)c4)sc3c2c1	-1.8	98
O=C(ON1C(=O)CCC1=O)c1ccc(Br)o1	-0.2	98
OCCN1CCN(CC2CC=CCC2)CC1 (stereo unspecified)	0.4	101
Cc1nc2ccccc2c2c1C(=O)NC2=O	-0.1	102
COC(=O)c1cccc(C(=O)OC)n1	0.5	104
CCCN(C(=O)CCn1cnc2onc(-c3ccc(F)cc3)c2c1=O)c1ccccc1C	-0.2	102
O=c1c2cc3c(cc2nc2sc(Nc4ccc(F)c(Cl)c4)nn12)OCO3	0.7	108
O=c1[nH]nc(-c2ccco2)o1	0.1	104
COc1ccc(-c2c(C#N)c(SCC(=O)Nc3ccc(C)cc3)nc(C)c2C(=O)Nc2ccccc2)cc1	-0.1	104
CC1CCCC(NS(=O)(=O)c2ccc3c(c2)OCCO3)C1C (stereo unspecified)	-0.1	100
Cc1ccc(C)n1-c1cccc(C(F)(F)F)c1	0.6	104
Cc1cc(C)n(CCCNC(=O)c2ccc(S(=O)(=O)N3CCCCCC3)cc2)n1	0.1	102
COC(=O)c1sccc1Oc1ccc(C(F)(F)F)cc1NC(=O)c1ccc(Cl)cc1	0	103
Cc1c(C(=O)Nc2ccc(Cl)cc2)sc(N)c1C(N)=O	-2.7	95
COc1cc(-c2noc(-c3ccc(NCC4CCCO4)c([N+](=O)[O-])c3)n2)cc(OC)c1OC (stereo unspecified)	0.1	108
CCCN1C(=O)c2[nH]nc(-c3ccccc3)c2C1c1ccccn1 (stereo unspecified)	-0.7	101
CCCS(=O)(=O)Nc1cccc(-c2cn3ccc(C)cc3n2)c1	-1.4	98
COc1ccccc1CC(=O)NC1CC(C)(C)NC(C)(C)C1	0.6	104
N#C/C(=C\c1ccccc1F)c1nc2ccccc2c(=O)[nH]1	0.4	108
NC(=O)COC(=O)c1ccccc1C(=O)c1ccccc1	-1.1	100
CC(C)CCNC(=O)c1cccc(-n2cnc3cccnc32)c1	-0.1	107
CCN(Cc1ccncc1)Cn1nc(C2COc3ccccc3O2)oc1=S (stereo unspecified)	-0.2	100
CC[C@@H](CO)NCCN[C@@H](CC)CO	0.2	101
CC1CCC(Nc2nc3c(-c4ccc(Cl)cc4)nnn3c3ccccc23)CC1 (stereo unspecified)	1.6	109

Screening data deposited in PubChem BioAssay by ICCB-Longwood Screening Facility, Harvard Medical School.
